ALDH1A1 block: inhibitors of human aldehyde dehydrogenase 1A1; P00352; 220,000 compounds, 7.3% hits; Purified ALDH1A1, NADH fluorescence, propionaldehyde substrate; Potency, µM (doses to about 75.3 µM), without a hit: at the top dose activity, negative = inhibition, most hits filed as inhibitors; active means well fitted inhibition curve with a large enough effect, not every such curve was filed as active; inconclusive means small, poorly fitted or top-dose-only effect, or another doubt; inactive means no such curve, though single readings can be large or run the other way;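 further: plate controls were no enzyme wells and a reference inhibitor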
Target sequence (P00352 whole entry, looked up): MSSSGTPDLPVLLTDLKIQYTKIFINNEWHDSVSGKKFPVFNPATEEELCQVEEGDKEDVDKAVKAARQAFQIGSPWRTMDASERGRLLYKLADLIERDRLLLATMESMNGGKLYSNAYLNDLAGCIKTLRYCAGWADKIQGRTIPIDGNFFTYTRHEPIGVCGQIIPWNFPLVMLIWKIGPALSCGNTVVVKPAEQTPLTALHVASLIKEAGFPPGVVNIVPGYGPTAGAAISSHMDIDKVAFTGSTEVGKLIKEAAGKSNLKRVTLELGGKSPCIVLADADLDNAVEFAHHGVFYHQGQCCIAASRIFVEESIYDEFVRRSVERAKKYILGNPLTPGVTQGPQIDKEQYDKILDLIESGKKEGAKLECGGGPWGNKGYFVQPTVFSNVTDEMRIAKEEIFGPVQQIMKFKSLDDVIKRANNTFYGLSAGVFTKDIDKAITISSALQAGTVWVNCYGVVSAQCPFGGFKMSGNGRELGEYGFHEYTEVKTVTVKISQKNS
KDM4E inh: blocks human JMJD2E demethylase activity. B2RXH2. JMJD2E catalytic domain, FDH-coupled NADH fluorescence (FDH is formaldehyde dehydrogenase). Potency, µM (series often up to 57.1 µM), inactives show top-dose activity change, negative = inhibition, actives largely listed as inhibitors. 230,000 compounds, 1.6% hits. AID 2147; active means well fitted inhibition curve with a large enough effect, not every such curve was filed as active; inconclusive means small, poorly fitted or top-dose-only effect, or another doubt; inactive means no such curve, though single readings can be large or run the other way;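 further: 0% = wells with enzyme and -100% = buffer wells without enzyme; nearly all actives have a fitted effect of over 50% in size; many of its hits are not listed in these tables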
Target sequence (B2RXH2 1-337 limits assumed): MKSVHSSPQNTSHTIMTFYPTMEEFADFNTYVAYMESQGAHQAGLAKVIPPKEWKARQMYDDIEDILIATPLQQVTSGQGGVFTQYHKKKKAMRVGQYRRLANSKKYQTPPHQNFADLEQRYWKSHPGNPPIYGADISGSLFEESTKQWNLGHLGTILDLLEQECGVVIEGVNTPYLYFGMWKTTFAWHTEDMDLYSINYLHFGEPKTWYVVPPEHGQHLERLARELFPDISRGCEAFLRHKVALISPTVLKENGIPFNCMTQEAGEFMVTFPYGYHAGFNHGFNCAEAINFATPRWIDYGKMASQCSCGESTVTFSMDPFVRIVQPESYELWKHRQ
Tau fibril ThT: tau fibrillization inhibition (ThT binding); AID 1460; 270,000 compounds, 2.1% hits; Potency, µM (titrated, usually from 57.4 µM), for inactives: at the highest dose activity, negative = inhibition, usual class: inhibitors; P10636; recombinant tau K18 P301L (four-repeat tau fragment), heparin-induced fibrillization, ThT fluorescence; further: on the % scale 0 is the no-effect control and ±100 the full control effect; nearly all actives have a fitted effect of over 55% in size
Target sequence (P10636 561-689 P618L limits assumed): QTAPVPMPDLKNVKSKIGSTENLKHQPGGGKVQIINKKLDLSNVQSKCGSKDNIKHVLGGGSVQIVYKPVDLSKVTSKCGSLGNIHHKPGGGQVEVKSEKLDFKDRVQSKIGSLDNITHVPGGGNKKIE
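K18 P301L tau (15 uM + 0.24 uM Alexa 594-tagged), heparin 20 uM, NaOAc pH 7, 6 h 37 C; ThT 30 uM, 1 h RT, ex 450/em 510 nm.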
RECQ1 inh: inhibitors of human RECQ1 DNA helicase; P46063; Potency, µM (titrated, usually from 57.3 µM), for the others: top-dose activity, negative = inhibition, hits mostly inhibitors; 240,000 compounds, 0.54% hits; RECQ1 DNA unwinding, red fluorescence kinetic read;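 further: plate controls were vehicle for no effect and no enzyme for full effect; nearly all actives have a fitted effect of over 30% in size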
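RECQ1T1 50 nM; forked duplex (20 bp + 30-nt ss tails) 200 nM, ATP 2 mM final; pH 8.0, 2 mM MgCl2, 2.5 ug/ml poly(dI-dC); 15 min compound preincubation; discontinuous kinetic read over 2 h at RT.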
L3MBTL1 inh: inhibitors of human L3MBTL1; Q9Y468; AlphaScreen L3MBTL1–H3K9me1 peptide binding; Potency, µM (top dose mostly 57.1 µM), for inactives: at the top dose activity, negative = inhibition, most hits filed as inhibitors; 230,000 compounds, 0.66% hits; AID 485360; further: on the % scale 0 is the no-effect control and ±100 the full control effect; nearly all actives have a fitted effect of over 60% in size
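First, the protein-peptide complex forms for 30 min at room temperature (L3MBTL1 50 nM, biotinylated H3K9me1 peptide 75 nM). Next, compounds are pin-transferred and incubated 30 min. Finally, AlphaScreen beads are added and read after 30 min.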
Lamin A splicing: modulators of lamin A splicing; HeLa LMNA splicing GFP/RFP minigene ratio, 48 h; Potency, µM (highest dose often 46.1 µM), without a hit: at the highest dose ratio change, negative = inhibition, hits mostly inhibitors; 200,000 compounds, 0.01% hits; active means well fitted inhibition curve with a large enough effect in the signal ratio, with a control signal flat, not every such curve was filed as active; inconclusive means small, poorly fitted or top-dose-only effect, or effect the other way, or a change in a side signal; the % refers to the signal ratio; further: on the % scale 0 is the no-effect control and ±100 the full control effect
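S3 HeLa stable clones carrying a lamin A-EGFP splicing minigene plus DsRed2 were seeded at 600 cells/well in Opti-MEM with 2% FBS, pin-dosed and incubated 48 h at 37°C. Acumen cytometry (488 nm) gave the GFP/RFP total-intensity ratio.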
Luc counter: blocks Kinase-Glo luciferase, a counter-screen artifact | Q27757 | Kinase-Glo luciferase, ATP luminescence, 8 min | AID 1379 | 200,000 compounds, 0.28% hits | Potency, µM (series often up to 38.3 µM), for inactives: top-dose activity change, negative = inhibition, actives largely listed as inhibitors; further: on the % scale 0 is the no-effect control and ±100 the full control effect; nearly all actives have a fitted effect of over 60% in size
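Inhibition of Kinase-Glo luciferase light generation was assessed at 10 uM ATP in pH 7.2 imidazole buffer, with luminescence measured after eight minutes at ambient temperature.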
SMN2 splice enh: increases expression of the SMN2 splice variant; HEK293 SMN2-luciferase splicing reporter, luminescence, 30-36 h; Potency, µM (top dose mostly 46.1 µM), without a hit: at the highest dose activity change, positive = activation, most hits filed as activators; 210,000 compounds, 2.8% hits; further: % of control where 0% means no effect; nearly all actives have a fitted effect of over 55% in size
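HEK293 cells carry an SMN2 minigene-luciferase reporter in which exon 7 inclusion puts luciferase in frame. Cells were seeded at 2000 cells/well, attached for 10-12 hours, then exposed to compounds for 30-36 hours at 37C before ONE-Glo luminescence.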
Active calls of the source: *; i = inactive; ? = inconclusive; nt = no result given; & = joins results of further samples; [ ] = dose if it differs, or a comment. Unless noted, the call rests on the fitted dose curve; in most records, active means well fitted curve in the direction sought with a large enough effect; inconclusive means small, poorly fitted or top-dose-only effect, or another doubt; inactive means no such curve, though single readings can be large; an effect the other way counts as inactive or inconclusive. Potency means the concentration at half of the fitted maximal effect.

Under each structure: SMN2 splice enh | Luc counter | Lamin A splicing | KDM4E inh | Tau fibril ThT | L3MBTL1 inh | ALDH1A1 block | RECQ1 inh
1	O=C(NCCc1c[nH]c2ccccc12)C(=O)NCC(c1ccco1)N1CCN(c2ccc(F)cc2)CC1 (stereo not given)
    -12.0% | 0.3% | 5.4% | 1.2% | 2.9% | 12.9% | 8.2% | -7.1%
2	Nc1nc(Sc2ccc(C(F)(F)F)cc2[N+](=O)[O-])n[nH]1
    -5.6% | -1.4% | 4.5% | 4.0% | -6.1% | nt | 10.8% | -13.4%
3	O=C(NN1C(=O)c2ccccc2NC1c1ccccc1OCc1ccccc1)c1ccncc1 (stereo not given)
    -21.1% | -2.7% | 10.2% | -12.2% | -10.5% | nt | -3.0% | i
4	Cc1cc(C)c2cc(CN(CCN3CCCC3)C(=O)Nc3ccc(F)cc3)c(=O)[nH]c2c1
    22.4% | -9.6% | -11.7% | ? | ? | -17.2% | ? | -1.5%
5	CCCNC(=O)C1CCN(S(=O)(=O)c2cccc3nonc23)CC1
    -51.0%[inhibitor] | 6.0% | 11.0%[46 µM] | 7.6% | 0.8% | nt | ? | -10.1%
6	CCc1nc(SCC(=O)O)c(C#N)c2c1CCCC2
    nt | -1.9% | nt | -13.4% | -6.1% | 0.0% | ? | -4.0%
7	CCOc1ccc(-c2cc(N)n(S(=O)(=O)c3ccc(OC)cc3)n2)cc1
    -24.7% | -4.8% | -5.6% | 1.4% | -0.1% | nt | -4.0% | -15.0%
8	COc1cc2c(cc1NS(=O)(=O)N1CCCC1)oc1ccccc12
    -18.2% | -2.7% | -20.5% | ? | -13.2% | nt | -3.9% | -12.6%
9	COC(=O)CCC(=O)COc1ccccc1C#N
    -3.1% | 5.2% | 1.7% | 3.2% | -7.9% | -2.2% | ? | i
10	O=C(CCc1nc2ccccc2[nH]1)N1CCc2ccccc2C1
    -8.0% | -2.0% | -4.0% | -8.6% | -5.9% | 26.0% | -2.7% | -3.6%
11	Cc1cccc(C(=O)OCC(=O)NCCCc2ccccc2)c1
    9.4% | 3.1% | nt | 0.9% | -11.7% | nt | 10.1% | -4.0%
12	CCOC(=O)n1c(=O)n(Cc2ccccc2)c2ccccc21
    14.7% | 2.2% | -11.0% | 7.7% | -15.9% | 8.8% | 10.0% | -0.8%
13	CC/C(=C/c1sc2ccccc2[n+]1CC)SC
    -3.1% | -3.0% | 0.4% | -3.2% | -15.2% | -3.0% | -14.3% | -6.9%
14	COc1cccc(/C=C2\SC(=S)N(NC(=O)c3ccncc3)C2=O)c1
    nt | 3.1% | 10.2%[46 µM] | 0.7% | -7.2% | 0.9% | -4.9% | 7.2%
15	COc1ccccc1OCCCCNC(C)(C)C
    -8.5% | 0.7% | 5.4% | 2.9% | 2.8% | 1.8% | 4.0% | -3.2%
16	O=C1C=C(NCc2ccco2)C2(CCCCC2)O1
    -24.5% | -1.9% | 9.3% | -1.0% | -7.7% | 7.3%[11.4 µM] | ? | -0.1%
17	COc1ccc(NC(=O)Nc2cc(F)ccc2C)cc1
    -8.9% | -4.0% | nt | 4.5% | -4.6% | -3.2% | 2.0% | i
18	COc1ccc(S(=O)(=O)Nc2ccc3c(c2)CCC3)cc1
    nt | nt | nt | -2.0% | -3.3% | nt | ? | -3.5%
19	Cc1[nH]c(=O)[nH]c(=O)c1CSc1nnc(CCCCCNC(=O)OC(C)(C)C)o1
    -7.0% | -3.3% | -6.0% | -2.3% | -0.2% | 3.1% | 4.1% | -9.7%
20	O=C(C(NS(=O)(=O)c1cccs1)c1ccccc1)N1CCN(c2ccccc2F)CC1 (stereo not given)
    6.0% | -5.5% | -9.8% | 1.2% | -13.4% | nt | -7.9% | i
21	Nn1c(-c2ccccc2)nc2ccccc2c1=O
    -3.6% | 2.1% | nt | 3.3% | 3.6% | 6.4% | 13.2% | i
22	O=C(Nc1ncn[nH]1)c1ccc(Cl)c(S(=O)(=O)Nc2ccc(Cl)cc2)c1
    5.0% | -0.1% | 14.8% | 9.9% | -6.8% | -14.2% | 18.0% | -1.0%
23	CC(C)NC(=O)CN(Cc1ccccc1)S(=O)(=O)c1ccccc1
    24.5% | 3.2% | -1.4% | 8.0% | 3.4% | nt | -12.1% | 0.6%
24	CSc1ccccc1C(=O)Nc1cccc([N+](=O)[O-])c1
    -1.5% | 3.8% | nt | -0.3% | -0.4% | -14.5% | ? | i
25	Cc1cc(C(=O)CSc2nc3ccccc3[nH]2)c(C)n1C
    3.16µM* | -1.3% | -19.3% | -1.8% | -13.6% | -15.1% | ? | -17.6%
26	Cc1cccc(CSc2ccc3nnc(-c4cccs4)n3n2)c1
    -6.5% | -0.8% | -5.1% | 3.9% | -5.9% | -1.7% | -2.1% | -14.7%
27	CCOC(=O)c1ccc(NC(=S)N2CCCC(C(=O)OCC)C2)cc1 (stereo not given)
    5.5% | -0.8% | nt | 22.7% | -9.0% | 1.8%[11.4 µM] | -1.6% | -6.3%
28	Cc1ccc(S(=O)(=O)NCCCCCC(=O)Nc2cccc(C)c2)cc1
    -20.2% | 0.1% | -2.7% | 4.2% | -1.0% | 6.3% | ? | -1.2%
29	CC(C)(C)c1ccc(OCC(O)CS(=O)(=O)c2ccccn2)cc1 (stereo not given)
    -21.4% | 1.1% | 5.1% | 5.0% | -12.6% | -2.2% | -7.1% | 6.5%
30	O=C(O)c1ccc2nc(-c3ccccc3)c(-c3ccccc3)nc2c1
    -26.9% | -2.5% | -2.3% | ? | -1.7%&-6.3% | -4.5% | ? | -7.5%

Some of the entries above in another layout:
(12) CCOC(=O)n1c(=O)n(Cc2ccccc2)c2ccccc21
(13) CC/C(=C/c1sc2ccccc2[n+]1CC)SC

assay / compound,12,13
SMN2 splice enh,14.7%,-3.1%
Luc counter,2.2%,-3.0%
Lamin A splicing,-11.0%,0.4%
KDM4E inh,7.7%,-3.2%
Tau fibril ThT,-15.9%,-15.2%
L3MBTL1 inh,8.8%,-3.0%
ALDH1A1 block,10.0%,-14.3%
RECQ1 inh,-0.8%,-6.9%

Next section
Under each structure: SMN2 splice enh | Luc counter | Lamin A splicing | KDM4E inh | Tau fibril ThT | L3MBTL1 inh | ALDH1A1 block | RECQ1 inh
31	CC(C)c1ccc(NC(=O)C(c2ccccc2)N(C)C(=O)c2cnccn2)cc1 (stereo not given)
    -28.0% | 9.1% | nt | -3.3% | -3.1% | nt | 10µM* | -2.4%
32	C=C(C)C(=O)/C=C/c1ccc(Br)cc1
    -2.5% | 0.5% | nt | 4.4% | -18.1% | nt | -7.7% | -2.9%
33	Oc1ccc(O)c(Cc2nc3ccccc3s2)c1
    -0.4% | -4.2% | ? | ? | ? | ? | 20µM* | -2.9%
34	CON1C(=O)C(=O)N(OC)C2CCCCC21 (stereo not given)
    -0.2% | -2.3% | 4.1% | 4.8% | 5.7% | 1.9% | 16.9% | 5.7%
35	O=C1N=C(N2CCOCC2)S/C1=C/c1cccs1
    5.8% | -5.2% | -1.2% | -6.7% | -5.0% | -2.3% | -0.1% | -19.5%
36	Clc1nnc(NN=C2CCCC2)c2ccccc12
    -9.4% | -4.3% | ? | ? | 25.1µM* | -7.3% | 2.82µM* | i
37	CS(=O)(=O)N(CC(=O)NCCC1=CCCCC1)C1CCCCC1
    ? | 0.5% | 4.6% | -7.4% | -8.6% | -6.3% | ? | i
38	CCOc1ccc(C(=O)NCc2ccncc2)cc1OCC
    1.0% | -3.2% | 5.9% | 5.0% | 3.1% | -4.7% | -1.0% | -8.7%
39	Cc1cc(C(=O)OCC(=O)c2ccc(Br)s2)no1
    -6.9% | 9.9% | 5.0% | -5.8% | -10.5% | -7.8% | ? | -10.6%
40	O=C(C1CCN(S(=O)(=O)c2cccs2)CC1)N(c1ccccn1)C1CCCCC1
    -18.2% | -0.3% | 20.6%[9.22 µM] | -3.7% | -3.7% | nt | 1.9% | i
41	O=C(Nc1ccc(NC(=O)c2cccs2)c(Cl)c1)c1ccco1
    nt | -2.8% | ? | 7.4% | -5.6% | -5.5% | -8.8% | -9.5%
42	COc1ccc(C(=O)NC(=S)Nc2cccnc2)cc1OC
    -2.0% | -8.6% | nt | -1.3% | -13.0% | 4.7% | ? | 20.9%
43	CCN(CC)S(=O)(=O)c1ccc2oc(C(=O)NC3CCCc4ccccc43)c(C)c2c1 (stereo not given)
    -13.3% | -1.2% | ? | -8.9% | -14.2% | nt | 3.8% | -12.7%
44	CC(C)NC(=O)NC(=O)CSc1ccccc1F
    13.4% | 0.9% | -4.8% | -3.5% | 1.0% | 14.5% | 13.7% | -1.5%
45	Cc1ccc(-c2csc3nnc(SCC(=O)N4CCN(Cc5ccccc5)CC4)n23)cc1
    14.8% | -2.8% | 6.6% | -1.7% | ? | -1.4% | 14.1µM* | i
46	O=C(O)CCn1cnc2ccccc2c1=O
    15.0% | -1.3% | -1.4% | -8.6% | -11.0% | nt | 4.0% | 2.5%
47	CC1(C(=O)NC2CCCC2)CCC(=O)N1Cc1ccccc1 (stereo not given)
    -13.3% | -3.2% | 9.6% | 3.5% | -5.3% | 0.9% | 9.3% | -3.1%
48	C=CCS(=O)(=O)c1cccc2cccnc12
    nt | -0.7% | nt | ? | 9.8% | 5.6% | ? | -5.6%
49	O=C(Nc1ccc(N2CCN(Cc3ccccc3)CC2)cc1)c1ncn[nH]1
    -17.4% | 0.1% | 5.6% | 1.1% | ? | -9.1% | -3.4% | -1.8%
50	Cc1ccc(/C=C/C(=O)N2CCCC(C)C2)cc1 (stereo not given)
    1.12µM* | -4.1% | 19.6% | -12.9% | -14.5% | 3.1% | ? | 1.8%
51	Cc1ccc(OCc2ccc(C(=O)O)o2)c([N+](=O)[O-])c1
    ? | 1.4% | ? | -3.9% | 4.1% | -6.8% | ? | -9.2%
52	CCCC(=O)OCCNc1cc(Sc2nc3ccccc3[nH]2)c2nonc2c1[N+](=O)[O-]
    4.2% | -1.4% | ? | ? | ? | 0.0% | 7.08µM* | -23.3%

Assay outcomes deposited in PubChem BioAssay by National Center for Advancing Translational Sciences (NCATS).

Only part of the results is shown. The share of hits here may be higher or lower than overall.
